Screening results (PubChem)
E-selectin induc: E-selectin induction on HUVECs. P16581. HUVEC E-selectin immunofluorescence imaging; normalized: neutral wells 0, TNF-alpha wells 100. activation, % at 7.58 µM. 260,000 compounds, 0.37% hits. AID 686992;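 active means mean E-selectin-positive cell signal at least 10% of the positive control, reached in at least 60% of replicates, without over 20% cell loss; inconclusive means no rule given, readout overlaps actives, possibly toxicity-flagged; inactive means the rest, including those meeting only one limit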;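 further: in these data hits start at about 27%; measured in HUVEC primary endothelial cells; signal is the percent of cells scored E-selectin positive by PE staining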
Target sequence (P16581 whole entry, looked up): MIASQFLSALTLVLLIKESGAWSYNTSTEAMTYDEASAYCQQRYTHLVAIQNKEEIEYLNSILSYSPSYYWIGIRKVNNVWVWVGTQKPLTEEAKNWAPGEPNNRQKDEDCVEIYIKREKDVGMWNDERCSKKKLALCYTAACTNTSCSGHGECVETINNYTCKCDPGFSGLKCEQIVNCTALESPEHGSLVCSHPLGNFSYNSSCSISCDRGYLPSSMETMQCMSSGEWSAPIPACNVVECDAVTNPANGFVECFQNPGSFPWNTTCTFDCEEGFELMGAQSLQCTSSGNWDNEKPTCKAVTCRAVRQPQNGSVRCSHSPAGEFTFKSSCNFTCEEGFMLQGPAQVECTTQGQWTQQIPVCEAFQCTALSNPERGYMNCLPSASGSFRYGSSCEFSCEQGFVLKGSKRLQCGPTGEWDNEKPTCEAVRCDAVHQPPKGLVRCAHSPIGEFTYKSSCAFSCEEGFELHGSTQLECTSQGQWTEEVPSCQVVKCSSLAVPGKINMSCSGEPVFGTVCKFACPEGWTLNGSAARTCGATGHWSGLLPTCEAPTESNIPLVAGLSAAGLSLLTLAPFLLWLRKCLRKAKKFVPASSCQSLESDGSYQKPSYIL
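System: HUVEC / Compound: single concentration / Signal: immunofluorescence imaging / Read-out: percent E-selectin-positive cells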
DENV2 CPE: DENV2-induced cell death inhibition. DENV2-infected cells, cytopathic effect rescue, plate reader. CPE inhibition, % at 9.99 µM. 350,000 compounds, 1.7% hits; in the data active means CPE inhibition above about 20%, passing the limit was not always enough; inconclusive means no clear call, values can overlap the other calls; tested in BHK-21 cells;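 further: 0% = median of neutral control wells and 100% = median of positive control wells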
Statin myotox sup: suppression of simvastatin myotoxicity. C2C12 myotubes + simvastatin, ATP luminescence, 48 h; scaled: DMSO 0, geranylgeraniol control 100. rescue of ATP level, % at 7.49 µM. 330,000 compounds, 0.78% hits;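 active means mean ATP rescue above about 67%, or every replicate alone reaching that limit, limit read from the data, passing the limit was not always enough; inconclusive means no clear call, values can overlap the other calls; inactive means mean under the limit and some replicate under it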;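 further: myotubes were challenged with 10 µM simvastatin during compound exposure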
PglD DTNB: inhibitors of Campylobacter jejuni PglD acetyltransferase; 360,000 compounds, 0.098% hits; AID 602405; purified PglD enzyme, DTNB colorimetric CoA detection; inhibition, % at 12.5 µM; in the data active means inhibition above about 16%, passing the limit was not always enough; inconclusive means no clear call, values can overlap the other calls; further: strong numbers were not always called active
SIRT5 inh: blocks human SIRT5 desuccinylation of peptide; Q9NXA8; Purified SirT5, succinyl-peptide AMC, trypsin-coupled fluorescence; inhibition, % at 15 µM; 330,000 compounds, 1.1% hits; AID 652115; in the data active means inhibition above about 15%; inconclusive means no clear call, values can overlap the other calls
Target sequence (Q9NXA8 whole entry, looked up): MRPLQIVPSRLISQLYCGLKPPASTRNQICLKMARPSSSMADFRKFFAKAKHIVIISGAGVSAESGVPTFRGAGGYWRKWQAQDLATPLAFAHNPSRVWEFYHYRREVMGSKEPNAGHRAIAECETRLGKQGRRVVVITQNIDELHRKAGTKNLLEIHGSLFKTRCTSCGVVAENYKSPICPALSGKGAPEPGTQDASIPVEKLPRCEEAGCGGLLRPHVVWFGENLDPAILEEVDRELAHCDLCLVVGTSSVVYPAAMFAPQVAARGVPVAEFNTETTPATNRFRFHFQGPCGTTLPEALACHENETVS
S100A4 inh HTS: S100A4-myosin IIA interaction inhibition | S100A4/TAMRA-MyoIIA peptide fluorescence polarization | 360,000 compounds, 0.14% hits | AID 652163 | inhibition, % at 10.7 µM | P26447;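 active means mean inhibition of at least 70% across replicates, with every replicate also reaching that level; inconclusive means mean inhibition reaches 70% but some replicates fall short; inactive means mean inhibition below 70%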
Target sequence (P26447 whole entry, looked up): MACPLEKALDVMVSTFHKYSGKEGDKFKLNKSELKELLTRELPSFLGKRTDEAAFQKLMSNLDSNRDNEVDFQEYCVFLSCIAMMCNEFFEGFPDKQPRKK
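Material: S100A4 monomer (human). Medium: Calcium-containing HEPES buffer, pH 7.2. Probe or stimulus: labelled myosin peptide probe, 5 nM. Compound dosing: one concentration per compound. Timing: polarization read 5 min after assay mix addition, stable 5–60 min. Benchmarks: DMSO as neutral control, TFP as positive control.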
ERp5 block: blocks human ERp5 reductase activity on insulin; inhibition, % at 9.99 µM; 350,000 compounds, 0.05% hits; Q15084; ERp5 insulin aggregation, absorbance 650 nm, 90 min;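 active means mean replicate inhibition above about 25%, with every replicate also reaching it, limit read from the data, passing the limit was not always enough; inconclusive means only one of those two criteria met; inactive means neither criterion met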
An asterisk follows results filed as active; u = inconclusive; x = no result given; & = joins results of further samples; ! = not confirmed by another sample.

Results follow in this order: E-selectin induc	DENV2 CPE	Statin myotox sup	PglD DTNB	SIRT5 inh	S100A4 inh HTS	ERp5 block
> COc1ccc(CN(C)C[C@@H]2OCCCC[C@@H](C)Oc3ccc(NC(=O)NC4CCCCC4)cc3C(=O)N([C@@H](C)CO)C[C@@H]2C)cc1
→ -0.1	-2	x	2	5	3	-1
> COc1ccc2c3c([nH]c2c1)[C@H](CO)N(C(=O)NC(C)C)CC31CN(C(=O)c2cnccn2)C1
→ 0.0	-8	x	x	4	11	-4
> O=c1c2ccccc2nc(SCc2ccc([N+](=O)[O-])cc2)n1-c1ccc(Cl)cc1
→ x	3	x	x	-5	-1	-4
> COc1ccc(NC(=O)N[C@H]2C=C[C@@H](CC(=O)NC3CCCCC3)O[C@@H]2CO)cc1
→ 0.2	-2	-14	-1	2	-4	5
> CC(=O)OCCn1c(C)[n+](CCOC(C)=O)c2cc(Cl)c(Cl)cc21
→ x	0	x	x	-5	6	-4
> CCN(CC)C(=O)Nc1cnc2ccccc2c1
→ x	x	-3	5	-6	3	1
> C[C@@H]1CN([C@H](C)CO)C(=O)Cc2cc(NC(=O)NC3CCCCC3)ccc2O[C@H]1CN(C)CC1CC1
→ -1.5	-9	0	-5	-1	24	-2
> CCCCn1c(CN2CCN(C(=O)OCC)CC2)nc2c1c(=O)[nH]c(=O)n2C
→ x	0	x	x	-2	-1	-10
> CN1C(=O)c2cc(NC(=O)c3cscn3)ccc2OC[C@H]2O[C@H](CC(=O)N3CCOCC3)CC[C@H]21
→ -0.1	12	5	3	-4	6	-1
> C[C@H]1CN([C@@H](C)CO)S(=O)(=O)c2ccc(Br)cc2O[C@H]1CN(C)C(=O)CN(C)C
→ -1.1&-0.1	38*!	16&14&1	-5&-2&3	-1&-5&-1	-4&1&-4	-3&-5&-1

An excerpt from above, limited to SIRT5 inh, PglD DTNB and E-selectin induc.
structure	SIRT5 inh	PglD DTNB	E-selectin induc
COc1ccc(NC(=O)N[C@H]2C=C[C@@H](CC(=O)NC3CCCCC3)O[C@@H]2CO)cc1	2	-1	0.2
CC(=O)OCCn1c(C)[n+](CCOC(C)=O)c2cc(Cl)c(Cl)cc21	-5	x	x
CCN(CC)C(=O)Nc1cnc2ccccc2c1	-6	5	x
C[C@@H]1CN([C@H](C)CO)C(=O)Cc2cc(NC(=O)NC3CCCCC3)ccc2O[C@H]1CN(C)CC1CC1	-1	-5	-1.5

Additional compounds.
Results follow in this order: E-selectin induc	DENV2 CPE	Statin myotox sup	PglD DTNB	SIRT5 inh	S100A4 inh HTS	ERp5 block
> COc1ccc(S(=O)(=O)/C(C#N)=C/Nc2ccc(NC(C)=O)cc2)cc1
→ x	1	11	-3	-4	1	4
> Cc1ccc(S(=O)(=O)N(C)C[C@H]2OCCCC[C@@H](C)Oc3ccc(NC(=O)Nc4ccc(F)cc4)cc3C(=O)N([C@@H](C)CO)C[C@@H]2C)cc1
→ -0.1	-1	x	0	-6	-2	-4
> Cc1ccc(S(=O)(=O)N2CCOC2C(Cl)(Cl)Cl)cc1 (configuration not stated)
→ 1.0	-1	x	4	1	-5	2
> Cc1ccc(CSc2nc3ccccc3c(=O)n2C)cc1
→ -0.1	2	7	-5	-2	1	-1
> CCN1CCN(C(=O)c2nn(C)c3c2CS(=O)(=O)c2ccccc2-3)CC1
→ 0.0	1	2	2	9	-2	2
> CCOCCCn1c(=NC(C)=O)c(C#N)cc2c(=O)n3ccccc3nc21
→ x	2	x	-13	-81	-10	x
> Cc1ccc(S(=O)(=O)N2CCOC23CCN(C(=O)c2ccccc2Br)CC3)cc1
→ x	7	11	-1	1	-3	3
> CC(C)(C)NC(=O)CSCc1ccc(Br)cc1
→ -3.6	x	3	10	-3	-2	-8
> COC(=O)c1cnn2c(C(F)(F)F)cc(-c3ccco3)nc12
→ x	x	0	5	-2	-12	-3
> COc1cc(OC)c(C(=O)NC2CCCc3ccccc32)cc1OC (configuration not stated)
→ -0.1	2	-6	-2	-3	0	0

(more compounds)
Results follow in this order: E-selectin induc	DENV2 CPE	Statin myotox sup	PglD DTNB	SIRT5 inh	S100A4 inh HTS	ERp5 block
> CCN(C(=O)CSc1nc(C)cc(=O)[nH]1)C1CCCCC1
→ x	10	0	4	-1	-28	1
> COc1ccc(C2=NOC(C(=O)N3CCN(C(=O)c4ccco4)CC3)C2)cc1OC (configuration not stated)
→ x	11	2	-1	3	-4	0
> Cc1cc(NC(=O)C(=O)c2c(C)[nH]c3ccccc23)no1
→ 2.7	x	-11	-1	0	4	-1
> COc1cccc(NC(=O)N[C@H]2CC[C@H](CC(=O)N3CCCCC3)O[C@@H]2CO)c1
→ 1.1	-2	5	3	2	2	8
> O=C(C[C@@H]1C=C[C@H](NC(=O)Nc2ccccc2F)[C@H](CO)O1)NCc1ccc(-c2ccccc2)cc1
→ -0.1	u	8	7	4	5	-2
> O=C(c1ccccn1)N1C[C@H]2[C@@H](c3ccccc31)[C@@H](CO)N2C(=O)c1ccccn1
→ 0.6	-1	21	0	-3	-6	2
> COc1ccc(CN(C)C[C@H]2OCCCC[C@@H](C)Oc3ccc(NS(=O)(=O)c4cn(C)cn4)cc3C(=O)N([C@@H](C)CO)C[C@@H]2C)cc1
→ -0.1	8	x	0	0	2	3
> CO[C@H]1CN(C)C(=O)c2cc(NS(=O)(=O)c3ccc(C)cc3)ccc2OC[C@H](C)N(C)C[C@@H]1C
→ -0.1	15	-3	2	1	26	0
> COc1cccc(S(=O)(=O)N[C@H]2C=C[C@H](CC(=O)NCc3ccccc3)O[C@@H]2CO)c1
→ -1.3	-3	-6	-1	3	5	3
> CC1CCN(C(=O)Cn2ncc3c([nH]c4ccccc43)c2=O)CC1
→ x	0	1	2	-7	-2	4

Next part.
Results follow in this order: E-selectin induc	DENV2 CPE	Statin myotox sup	PglD DTNB	SIRT5 inh	S100A4 inh HTS	ERp5 block
> C[C@]1(OC(=O)/C=C/c2ccccc2)C[C@@H](O)[C@]2(O)C=CO[C@@H](O[C@@H]3O[C@H](CO)[C@@H](O)[C@H](O)[C@H]3O)[C@@H]21
→ 0.4	-1	-3	2	-2	-3	8
> COc1ccc(N2CCN(C(=O)CSc3nnc(NC(=O)C4CCC4)s3)CC2)cc1
→ -2.9	2	-3	2	2	1	0
> COC(=O)CCCNC(=O)c1ccc2oc(CCCc3ccccc3)nc2c1
→ 0.2	11	10	-7	0	1	2
> Cc1ccc(S(=O)(=O)NC(=O)C2(C)CCN2C(=O)Cc2ccc(-c3ccccc3)cc2)cc1 (configuration not stated)
→ -0.3	-2	5	0	-3	1	-12
> COc1ccccc1NC(=O)C(=O)NCC1CCCN1S(=O)(=O)c1cccs1 (configuration not stated)
→ x	0	-12	1	1	-4	1
> CCN(CC)C(=O)C(=O)c1cn(CC(=O)N2CCc3ccccc3C2)c2ccccc12
→ -0.1	1	5	0	1	-2	3
> CN(C(=O)COC(=O)C1CSC2(C)CCC(=O)N12)c1ccccc1 (configuration not stated)
→ x	-8	11	5	10	1	2
> O=C(Nc1ccccc1)c1cc2ccccc2[nH]1
→ x	-6	x	-3	2	0	8
> CCOc1ccc2ncc(S(=O)(=O)c3ccc(C)cc3)c(N3CCC4(CC3)OCCO4)c2c1
→ 140*	5	x	5	0	-2	-1
> CCCC#Cc1ccc([C@H]2[C@H](CO)N3CCCCN(CC4CC4)C[C@@H]23)cc1
→ x	-2	x	-1	-3	-10	9

Single records, from the list above.
Listed for O=C(c1ccccn1)N1C[C@H]2[C@@H](c3ccccc31)[C@@H](CO)N2C(=O)c1ccccn1 = E-selectin induc: 0.6; DENV2 CPE: -1; Statin myotox sup: 21; PglD DTNB: 0; SIRT5 inh: -3; S100A4 inh HTS: -6; ERp5 block: 2
Listed for COc1cccc(S(=O)(=O)N[C@H]2C=C[C@H](CC(=O)NCc3ccccc3)O[C@@H]2CO)c1 = E-selectin induc: -1.3; DENV2 CPE: -3; Statin myotox sup: -6; PglD DTNB: -1; SIRT5 inh: 3; S100A4 inh HTS: 5; ERp5 block: 3

2 compounds picked at random from those above, as already listed:
Results follow in this order: E-selectin induc	DENV2 CPE	Statin myotox sup	PglD DTNB	SIRT5 inh	S100A4 inh HTS	ERp5 block
> Cc1ccc(S(=O)(=O)NC(=O)C2(C)CCN2C(=O)Cc2ccc(-c3ccccc3)cc2)cc1 (configuration not stated)
→ -0.3	-2	5	0	-3	1	-12
> COc1ccccc1NC(=O)C(=O)NCC1CCCN1S(=O)(=O)c1cccs1 (configuration not stated)
→ x	0	-12	1	1	-4	1

Going on with the list:
Results follow in this order: E-selectin induc	DENV2 CPE	Statin myotox sup	PglD DTNB	SIRT5 inh	S100A4 inh HTS	ERp5 block
> CCCC#Cc1cnc2c(c1)C(=O)N([C@@H](C)CO)C[C@@H](C)[C@@H](CN(C)C(=O)C1CCOCC1)O2
→ -0.4	-7	4	3	-5	18	11
> C[C@@H]1CN([C@@H](C)CO)C(=O)c2cccc(NS(=O)(=O)c3ccc(F)cc3)c2O[C@@H]1CN(C)C(=O)Nc1ccc(C(F)(F)F)cc1
→ 0.5	-2	61	-2	-1	-6	5
> CC(=O)Nc1c2c(nn1-c1ccc(C)cc1)CS(=O)(=O)C2
→ 1.4	-9	-1	-7	-5	-2	2
> CC(NC(=O)c1cccc(F)c1)C(c1cccs1)N1CCN(C)CC1 (configuration not stated)
→ x	5	-22	-4	-1	0	-5
> C[C@@H]1CN([C@@H](C)CO)C(=O)Cc2cc(NS(=O)(=O)c3cccs3)ccc2O[C@@H]1CN(C)Cc1ccc(C(F)(F)F)cc1
→ 0.9	-3	7	-1	-4	-5	4
> C[C@H]1CN([C@@H](C)CO)C(=O)c2cccc(NC(=O)Nc3cccc4ccccc34)c2O[C@H]1CN(C)C(=O)Nc1ccc(C(F)(F)F)cc1
→ 0.0	32*	x	x	11	7	11
> Nc1nc(SCC(=O)N2CCCCC2)[nH]c(=O)c1NC(=O)c1cccs1
→ x	-2	x	0	3	-9	6
> C[C@@H]1CN([C@H](C)CO)C(=O)c2cc(NC(=O)Cc3ccccc3)ccc2O[C@H]1CN(C)C(=O)NC1CCCCC1
→ 71*	-8	10	-1	2	7	-4
> C=CCNc1nc2cc(-c3ccccc3OC)sc2c(=O)n1C
→ 0.2	-2	-6	2	-1	-7	1
> Cc1ccc(-c2ccc(/C=C/C(=O)c3ccccc3)o2)cc1
→ 0.6	4	x	2	-1	23	5

(further entries)
Results follow in this order: E-selectin induc	DENV2 CPE	Statin myotox sup	PglD DTNB	SIRT5 inh	S100A4 inh HTS	ERp5 block
> CC(C)NC(=O)NCCCCCCS(C)=O (configuration not stated)
→ x	18	-32	-3	0	3	-1
> CCOc1cc(CNS(=O)(=O)c2cn(C)cn2)cc(OCC)c1OCC
→ -0.2	4	-7	5	-3	-1	0
> Cc1ccc(N/C(=N/S(=O)(=O)c2cccs2)c2ccccc2)c(C)c1
→ x	-2	x	x	-4	-1	1
> CCOC(=O)C1(Cc2cccc(OC)c2)CCN(Cc2ccc3c(c2)OCCO3)CC1
→ 1.0	2	12	2	-1	-1	1
> COc1cc(C(=O)Nc2cc(OC)c(OC)c(OC)c2)ccc1OCc1c(C)noc1C
→ x	-5	2	0	-2	-2	-5
> O=C(Nc1ccc(F)cc1)c1ccc2[nH]c(=O)c(=O)[nH]c2c1
→ x	2	0	-4	4	-1	-4

Some of the compounds tested, so the mix of outcomes need not match the whole.
